Screening results (PubChem BioAssay)
Growth percent in the NCI-60 one-dose screen (48 h, 10 µM unless noted): 100 = growth as untreated, 0 = no growth, -100 = all killed.
786-0 = 786-0 renal cancer cells; actives 5.1% (n = 81,000); AID 1794775
SF-268 = SF-268 CNS cancer cells. actives 3.1% (n = 82,000)
SN12C = SN12C renal cancer cells; actives 3.8% (n = 81,000)
SF-295 = SF-295 CNS cancer cells. actives 5.6% (n = 79,000)
UO-31 = UO-31 renal cancer; AID 1794768; actives 5.2% (n = 81,000)
CAKI-1 = CAKI-1 renal cancer | actives 4.7% (n = 75,000)
U251 = U251 CNS tumor cells; actives 5.4% (n = 80,000); AID 1794753
TK-10 = TK-10 renal cancer cells. AID 1794769. actives 3.9% (n = 81,000)
Numbers without * were called inactive; & = joins results of further samples. Rule for the calls: active = growth percent below 10; inactive = the rest.

`O=C1NC(=C(Cl)Cl)/C(=N/S(=O)(=O)NCCc2c[nH]c3ccccc23)N1` gave 786-0 67, SF-268 21, SN12C 35, SF-295 99, UO-31 72, CAKI-1 84, U251 34 and TK-10 109.
`CCN(CC)c1ccc2c(c1)Oc1nc(N)c(C#N)c(N)c1C2Sc1ccc(OC)cc1` (stereo not given) gave 786-0 0.2*, SF-268 17, SN12C 4.2*, SF-295 29, UO-31 -45*, U251 -36* and TK-10 23.
O=C(CCN1CCCC1)c1ccccc1 was read as SF-268 106, SN12C 113, SF-295 109, UO-31 94, CAKI-1 95, U251 108 and TK-10 107.
For COc1ccc(CC(C#N)Cc2ccc(OC)c(OC)c2)cc1OC the results were 786-0 100, SF-268 105, SN12C 100, SF-295 105, UO-31 83, CAKI-1 101, U251 101 and TK-10 105.
For Cc1ccc2nc(Nc3nc(C)cc(C)n3)[nH]c2c1 the results were 786-0 86, SF-268 100, SN12C 96, SF-295 102, UO-31 82, CAKI-1 79, U251 119 and TK-10 125.
For C=C(C)c1cc2c(cc1O)OCC2C (stereo not given) the results were 786-0 97, SF-268 101, SN12C 98, SF-295 104, UO-31 92, CAKI-1 97, U251 89 and TK-10 114.
Screening CC(=O)c1cc(S(=O)(=O)n2cc(C(=O)C(=O)Nc3ccncc3)c3ccccc32)ccc1Cl returned 786-0 90, SF-268 99, SN12C 91, SF-295 50, UO-31 70, CAKI-1 54, U251 84 and TK-10 95.
Screening CCOC(=O)CSc1sc(C(=O)OCC)c(N)c1N(CC)S(=O)(=O)c1ccc(Cl)cc1 returned 786-0 104, SF-268 103, SN12C 103, SF-295 102, UO-31 85, U251 100 and TK-10 106.
`Cc1nn(-c2ccccc2)c(N2CCCCC2)c1/C=N/NC(N)=S` gave 786-0 93, SF-268 91, SN12C 93, SF-295 79, UO-31 53, CAKI-1 54, U251 98 and TK-10 131.
Screening COc1ccc(N=Nc2c(N)nn3c(N)c(C#N)c(-c4ccccc4)nc23)cc1 returned 786-0 14, SF-268 12, SN12C 41, SF-295 39, UO-31 28, CAKI-1 16, U251 21 and TK-10 57.

6 compounds picked at random from the list so far, as already listed:
Screening CC(=O)c1cc(S(=O)(=O)n2cc(C(=O)C(=O)Nc3ccncc3)c3ccccc32)ccc1Cl returned 786-0 90, SF-268 99, SN12C 91, SF-295 50, UO-31 70, CAKI-1 54, U251 84 and TK-10 95.
Screening COc1ccc(N=Nc2c(N)nn3c(N)c(C#N)c(-c4ccccc4)nc23)cc1 returned 786-0 14, SF-268 12, SN12C 41, SF-295 39, UO-31 28, CAKI-1 16, U251 21 and TK-10 57.
`Cc1nn(-c2ccccc2)c(N2CCCCC2)c1/C=N/NC(N)=S` gave 786-0 93, SF-268 91, SN12C 93, SF-295 79, UO-31 53, CAKI-1 54, U251 98 and TK-10 131.
Screening CCOC(=O)CSc1sc(C(=O)OCC)c(N)c1N(CC)S(=O)(=O)c1ccc(Cl)cc1 returned 786-0 104, SF-268 103, SN12C 103, SF-295 102, UO-31 85, U251 100 and TK-10 106.
`O=C1NC(=C(Cl)Cl)/C(=N/S(=O)(=O)NCCc2c[nH]c3ccccc23)N1` gave 786-0 67, SF-268 21, SN12C 35, SF-295 99, UO-31 72, CAKI-1 84, U251 34 and TK-10 109.
For COc1ccc(CC(C#N)Cc2ccc(OC)c(OC)c2)cc1OC the results were 786-0 100, SF-268 105, SN12C 100, SF-295 105, UO-31 83, CAKI-1 101, U251 101 and TK-10 105.

Later entries.
For CCOc1ccc2c(O)csc2c1 the results were 786-0 102, SF-268 103, SF-295 109, UO-31 93, CAKI-1 100, U251 99 and TK-10 119.
Screening CCOP(=O)(CCCc1cc2c(c(OC)c1OC)OCO2)OCC returned 786-0 101, SF-268 100, SN12C 101, SF-295 101, UO-31 95, CAKI-1 92, U251 99 and TK-10 102.
For O=C(c1ccc(Cl)cc1)C(c1ccc(Cl)cc1)N1CCCCC1 (stereo not given) the results were 786-0 86, SF-268 91, SF-295 91, UO-31 81, CAKI-1 91, U251 84 and TK-10 88.
Screening O=C(Sc1ccc(Cl)cc1)c1ccco1 returned 786-0 102, SF-268 92, SN12C 79, SF-295 91, UO-31 71, CAKI-1 87, U251 93 and TK-10 111.
Screening Nc1cc(-c2ccc(Cl)cc2)nn1-c1nc(-c2ccc(Cl)cc2)cs1 returned 786-0 95, SF-268 100, SN12C 92, SF-295 98, UO-31 84, CAKI-1 94, U251 94 and TK-10 93.
Screening CS(=O)(=O)c1ccc(C(=O)/C=C/c2cn(-c3ccccc3)nc2-c2ccc(S(C)(=O)=O)cc2)cc1 returned 786-0 85, SF-268 106, SN12C 100, SF-295 105, UO-31 97, CAKI-1 92, U251 101 and TK-10 105.
`CCCCNC1=C(OCC)C(=O)c2ccccc2C1=O` gave 786-0 95, SF-268 97, SN12C 97, SF-295 103, UO-31 92, CAKI-1 110, U251 100 and TK-10 145.
Screening C/C(=N/O)c1ccc(NC(=O)Cn2nc(-c3ccccc3)nc2N)cc1 returned 786-0 105, SF-268 103, SN12C 107, SF-295 108, UO-31 87, U251 92 and TK-10 98.
For COc1cc(/C=C2\SC(=O)NC2=O)ccc1OCc1cc2ccccc2nc1Cl the results were 786-0 91, SF-268 107, SN12C 101, SF-295 102, UO-31 93, CAKI-1 102, U251 101 and TK-10 105.
Screening C=CCOC(=O)C1=C(C)NC2=C(C(=O)CC(c3ccccc3)C2)C1c1cc(OC)ccc1OC (stereo not given) returned 786-0 92, SF-268 92, SN12C 88, SF-295 87, UO-31 64, CAKI-1 58, U251 80 and TK-10 115.

Entries from the list above with an NH in an aromatic ring, in the order listed:
`O=C1NC(=C(Cl)Cl)/C(=N/S(=O)(=O)NCCc2c[nH]c3ccccc23)N1` gave 786-0 67, SF-268 21, SN12C 35, SF-295 99, UO-31 72, CAKI-1 84, U251 34 and TK-10 109.
For Cc1ccc2nc(Nc3nc(C)cc(C)n3)[nH]c2c1 the results were 786-0 86, SF-268 100, SN12C 96, SF-295 102, UO-31 82, CAKI-1 79, U251 119 and TK-10 125.

Following part
`O=C1CCCN1C(O)CCN(Cc1ccc(Cl)cc1)Cc1ccc2c(c1)OCO2` (stereo not given) gave 786-0 93, SF-268 115, SN12C 103, SF-295 94, UO-31 91, CAKI-1 98, U251 106 and TK-10 111.
For COc1ccc(NC(=O)Nc2ccccc2CNc2nc(Nc3ccc(OCCN4CCCC4)cc3)ncc2Cl)cc1 the results were 786-0 -84*, SF-268 36, SN12C -44*, SF-295 11, UO-31 -86*, CAKI-1 -79*, U251 -15* and TK-10 1.5*.
For CCOC(=O)c1cn2ncnc(Oc3ccc(NC(=O)NCCN4CCN(C)CC4)c(Cl)c3)c2c1C the results were 786-0 82, SF-268 81, SN12C 65, SF-295 95, UO-31 62, CAKI-1 76, U251 63 and TK-10 97.
For CC(C)(C)n1cc(-c2ccnc(NCCCNS(=O)(=O)c3cccc(F)c3)c2)c(-c2cccc(F)c2)n1 the results were 786-0 68, SF-268 89, SN12C 88, SF-295 67, UO-31 75, CAKI-1 87, U251 67 and TK-10 107.
`O=C(N/C(=C/c1cc2ccccc2nc1Cl)c1nc2ccccc2[nH]1)c1ccccc1` gave 786-0 84, SF-268 122, SN12C 88, SF-295 83, UO-31 86, CAKI-1 93, U251 96 and TK-10 81.
`COc1ccc(C2=NN(c3ccccc3)C(c3ccc(OC)c(OCc4ccccc4)c3)C2)cc1OC` (stereo not given) gave 786-0 91, SF-268 97, SN12C 104, SF-295 107, UO-31 92, CAKI-1 77, U251 92 and TK-10 125.
CC1(C)C(=O)CCC2(C)C1=CCC1C2C(=O)CC2(C)C1CCC2(O)C(=O)CO (stereo not given) was read as 786-0 108, SF-268 97, SN12C 106, SF-295 104, UO-31 81, CAKI-1 92, U251 100 and TK-10 99.
O=C1NC(=O)C(c2ccccc2)(c2ccccc2)N1 was read as 786-0 99&97, SF-268 107&106, SN12C 100&99, SF-295 104&106, UO-31 90, CAKI-1 103&102, U251 114&102 and TK-10 111&100.
`OCCCc1ccncc1` gave 786-0 87, SF-268 94, SN12C 105, SF-295 99, UO-31 87, CAKI-1 100, U251 97 and TK-10 86.
Screening CCCCN(CCCC)C(=O)CC(C)(O)c1ccccc1 (stereo not given) returned 786-0 107, SF-268 99, SN12C 100, SF-295 101, UO-31 87, CAKI-1 102, U251 96 and TK-10 95.
COc1ccc(/C(C)=C(\c2ccc(Cl)cc2)c2ccc(OCCN(C)C)cc2)cc1F was read as 786-0 63, SF-268 75, SN12C 71, SF-295 42, UO-31 55, CAKI-1 56, U251 46 and TK-10 59.
Screening O=c1c2ccccc2nc(SCCN2CCCCC2)n1CCc1ccccn1 returned 786-0 99, SF-268 103, SN12C 97, SF-295 90, UO-31 69, CAKI-1 94, U251 102 and TK-10 112.
For Cc1cc2c(C)c3cc(C)c(N)cc3nc2cc1N the results were 786-0 28, SF-268 15, SN12C 13, SF-295 40, UO-31 7.9*, CAKI-1 15, U251 15 and TK-10 -4.1*.
`c1ccc(CSc2nnc(-c3ccncc3)o2)cc1` gave 786-0 96, SF-268 103, SN12C 112, SF-295 104, UO-31 84, CAKI-1 101, U251 93 and TK-10 103.
`CCCCn1cnc2c(SCc3ccc([N+](=O)[O-])cc3)nc(N)nc21` gave 786-0 79, SF-268 84, SN12C 87, SF-295 122, UO-31 65, CAKI-1 88, U251 91 and TK-10 85.
For CC(C)OCCCNc1ncnc2nc[nH]c12 the results were 786-0 93, SF-268 107, SN12C 103, SF-295 99, UO-31 99, CAKI-1 99, U251 90 and TK-10 89.
Screening CCC(=O)Nc1nonc1-c1nc2ccccc2n1Cc1ccc(F)cc1Cl returned 786-0 72, SF-268 74, SN12C 85, SF-295 75, UO-31 42, CAKI-1 51, U251 82 and TK-10 58.
For O=C(O)C(c1ccccc1)N1C(=O)/C(=C/C2=Cc3ccccc3OC2)SC1=S (stereo not given) the results were 786-0 102, SF-268 96, SN12C 95, SF-295 100, UO-31 73, CAKI-1 85, U251 99 and TK-10 111.
For CCCOC(=O)Cc1ccc(OC)cc1 the results were 786-0 97, SF-268 99, SN12C 109, SF-295 103, UO-31 99, CAKI-1 94, U251 90 and TK-10 94.
`COC(=O)/C=C\C=C(\CBr)C(=O)OC` gave 786-0 103, SF-268 105, SN12C 111, SF-295 83, UO-31 83, CAKI-1 94, U251 101 and TK-10 114.
COc1ccc(OC)c(/C=C/C(=O)N/N=C/c2ccccc2)c1 was read as 786-0 54, SF-268 61, SN12C 52, SF-295 49, UO-31 57, CAKI-1 47, U251 44 and TK-10 57.
Screening CCCCSc1nnc(-c2c(C)nc3ccc(Cl)cn23)o1 returned 786-0 74, SF-268 97, SN12C 91, SF-295 97, UO-31 55, CAKI-1 77, U251 76 and TK-10 90.
Screening CCOc1ccc(OC(=O)c2ccc(O)cc2)cc1 returned 786-0 91, SF-268 104, SN12C 103, SF-295 91, UO-31 91, CAKI-1 92, U251 105 and TK-10 101.
For Clc1nc(Cl)c2ncn(CCOCCn3cnc4c(Cl)nc(Cl)nc43)c2n1 the results were 786-0 -93*, SF-268 -83*, SN12C -84*, SF-295 -92*, UO-31 -95*, CAKI-1 -95*, U251 -72* and TK-10 -86*.
O=C(NNC(=O)c1ccccc1)c1ccccc1 was read as 786-0 96, SF-268 98, SN12C 104, SF-295 100, UO-31 88, CAKI-1 95, U251 99 and TK-10 84.
`CCOC(=O)C1=CCC(n2cc(C)c(=O)[nH]c2=O)O1` (stereo not given) gave 786-0 105, SF-268 117, SN12C 101, SF-295 116, UO-31 97, CAKI-1 86, U251 99 and TK-10 118.
For NNc1ccnc2c(N)cccc12 the results were 786-0 101, SF-268 91, SN12C 88, SF-295 101, UO-31 78, CAKI-1 82, U251 96 and TK-10 100.
Screening Cc1cccc(NC(=O)[C@]23CCC(C)(C)CC2C2=CCC4[C@@]5(C)C[C@@H](O)[C@H](O)[C@@](C)(CO)C5CC[C@@]4(C)[C@]2(C)CC3)c1 (stereo not given in full) returned 786-0 23, SF-268 41, SF-295 4.6*, UO-31 14, CAKI-1 23, U251 28 and TK-10 53.
For CCCCCCCCc1ccc(C(=O)Nc2cccc(O)c2)cc1 the results were 786-0 74, SF-268 93, SN12C 65, SF-295 75, UO-31 34, CAKI-1 78, U251 78 and TK-10 106.
For Cc1cc(=O)n(C(C)Cc2ccccc2)n1C(C)Cc1ccccc1 (stereo not given) the results were 786-0 96&109, SF-268 102&110, SN12C 97&95, SF-295 98&99, UO-31 84&91, CAKI-1 92&94, U251 96&94 and TK-10 102&107.
Screening O=C(Nc1nc2ccc(S(=O)(=O)Nc3ccc(C4(C(F)(F)F)CC4)cc3)cc2[nH]1)c1cnccn1 returned 786-0 34, SF-268 34, SN12C 45, SF-295 33, UO-31 40, CAKI-1 29, U251 38 and TK-10 66.
For CC(=O)OCCCN1C=C/C(=C\C(=O)n2ccc3ccccc32)c2ccccc21 the results were 786-0 105, SF-268 99, SN12C 101, SF-295 101, UO-31 74, CAKI-1 80, U251 99 and TK-10 152.
Screening Oc1ccc(CSc2nnc(-c3ccc(Oc4ccccc4)cc3)n2-c2ccccc2)c2cccnc12 returned 786-0 22, SF-268 22, SN12C 19, SF-295 0.1*, UO-31 -5.3*, CAKI-1 13, U251 12 and TK-10 24.
`O=C1CCC(N2C(=O)C(=O)c3ccccc32)N1` (stereo not given) gave 786-0 101, SF-268 104, SN12C 112, SF-295 101, UO-31 94, CAKI-1 107, U251 103 and TK-10 99.
For COc1ccc(NC(=O)c2ccc(Nc3ncnc4c3cnn4-c3cccc(F)c3)cc2)cc1 the results were 786-0 104, SF-268 99, SN12C 96, SF-295 98, UO-31 89, CAKI-1 91, U251 103 and TK-10 103.
For Nc1ccccc1-c1ccn[nH]1 the results were 786-0 99, SF-268 89, SN12C 88, SF-295 101, UO-31 51, CAKI-1 68, U251 97 and TK-10 119.
`C[C@@H]1CCCCCCCCC[C@H](OC(=O)CCC(=O)O)C(=O)/C=C/C(=O)O1` gave 786-0 90, SF-268 96, SN12C 99, SF-295 92, UO-31 80, CAKI-1 91, U251 92 and TK-10 105.
